TAAR1 agonist = human TAAR1 agonism | Q96RJ0 | CHO RD-HGA16 TAAR1, Fluo-8 calcium fluorescence; vehicle wells 0%, saturating PEA agonist 100% | activation, % at 3 µM | 0.99% of 360,000 active | AID 624467;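 active = activation above the mean activation of all test compounds in the run plus 3 SD, cut at about 38% in these data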
Target sequence (Q96RJ0 whole entry, looked up): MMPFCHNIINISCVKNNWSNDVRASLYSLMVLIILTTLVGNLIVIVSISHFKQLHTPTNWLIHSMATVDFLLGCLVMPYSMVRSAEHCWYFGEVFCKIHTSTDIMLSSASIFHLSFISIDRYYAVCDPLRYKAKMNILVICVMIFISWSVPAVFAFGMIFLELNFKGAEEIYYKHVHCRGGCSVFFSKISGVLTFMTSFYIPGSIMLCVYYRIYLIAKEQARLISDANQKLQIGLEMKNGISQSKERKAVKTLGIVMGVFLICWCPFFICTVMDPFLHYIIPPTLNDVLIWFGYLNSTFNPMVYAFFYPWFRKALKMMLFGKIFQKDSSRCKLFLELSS
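Test system: RD-HGA16 (CHO) cells co-expressing Gα16 and hTAAR1; dosing: one-point dosing at 3 µM (nominal); timing: 17-24 h seeding, 75 min 37 °C dye, 30 min RT; signal: kinetic Fluo-8 calcium fluorescence; read-out basis: % activation relative to PEA EC100 response; controls: DMSO and PEA EC100; replicates: n 1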
M5 antag = blocks acetylcholine activation of human M5 receptor | CHO-hM5 cells, Fluo-8 calcium fluorescence, ACh EC80 | AID 624040 | 0.59% of 360,000 active | inhibition, % at 3 µM;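 active = inhibition above a per-plate cutoff, the mean of that plate's test compounds plus 3 SD, cut at about 27% in these data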;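 note: 0% = acetylcholine EC80 with DMSO and 100% = DMSO without agonist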
Target sequence (P08912 whole entry, looked up): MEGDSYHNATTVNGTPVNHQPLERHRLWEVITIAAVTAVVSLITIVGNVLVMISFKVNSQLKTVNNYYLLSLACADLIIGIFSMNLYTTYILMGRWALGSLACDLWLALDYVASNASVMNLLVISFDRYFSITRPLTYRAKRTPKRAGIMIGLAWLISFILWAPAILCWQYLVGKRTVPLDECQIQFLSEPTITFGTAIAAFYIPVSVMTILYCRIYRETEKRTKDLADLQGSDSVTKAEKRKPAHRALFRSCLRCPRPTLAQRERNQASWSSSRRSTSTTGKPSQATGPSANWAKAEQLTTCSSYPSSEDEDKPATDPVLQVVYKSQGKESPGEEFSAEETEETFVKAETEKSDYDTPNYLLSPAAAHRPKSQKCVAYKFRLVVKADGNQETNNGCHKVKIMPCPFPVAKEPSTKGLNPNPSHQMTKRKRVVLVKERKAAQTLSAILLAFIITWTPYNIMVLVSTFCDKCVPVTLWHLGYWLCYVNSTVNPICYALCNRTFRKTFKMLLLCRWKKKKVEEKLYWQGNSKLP
CHRM1 PAM = human CHRM1 positive allosteric modulation; P11229; CHO-K1 hM1, Fluo-8 calcium fluorescence, ACh EC20; 0% = ACh EC20, 100% = maximal ACh; activation, % at 3 µM; 0.088% of 360,000 active; AID 588819; in the data active = activation above about 19%, passing the limit was not always enough
M5 ag = CHRM5 agonism in calcium assay | CHO-K1 hM5 cells, Fluo-8 calcium fluorescence; 0% DMSO wells, 100% maximal acetylcholine response | 0.19% of 360,000 active | P08912 | activation, % at 3 µM;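 active = activation above the run's mean over test compounds plus 3 SD, cut at about 23% in these data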;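 note: signal is peak over basal fluorescence ratio across the kinetic read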
M4 ag = CHRM4 agonism in calcium assay | AID 624127 | activation, % at 3 µM | 0.14% of 360,000 active | CHO-K1 hM4/Gqi5, Fluo-8 calcium fluorescence; vehicle 0%, full acetylcholine response 100% | P08173;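 active = activation above the run mean over all test wells plus 3 SD, cut at about 32% in these data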;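 note: peak over basal fluorescence ratio per well then scaled between controls; 0% = DMSO wells and 100% = acetylcholine at EC100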
CHRM1 antagonist = antagonists of human M1 muscarinic receptor | P11229 | CHO-K1 hM1, Fluo-8 calcium fluorescence, ACh EC80 antagonist | inhibition, % at 3 µM | 1.3% of 360,000 active;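 active = percent inhibition above its own plate's cutoff, namely the mean of that plate's compound wells plus 3 SD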;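 note: peak over basal fluorescence ratio during 140 s after agonist addition; 0% = ACh EC80 plus DMSO and 100% = DMSO alone without agonist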
M4 antag = blocks acetylcholine activation of human M4 receptor. P08173. 0.73% of 360,000 active. inhibition, % at 3 µM. AID 624125. CHO-hM4 cells, ACh EC80, Fluo-8 calcium fluorescence;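 active = inhibition above its plate's cutoff, the mean inhibition of sample wells plus 3 SD, cut at about 27% in these data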;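 note: 0% = acetylcholine EC80 with DMSO and 100% = DMSO without agonist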
CHRM5 PAM = positive allosteric modulators of human muscarinic M5 receptor; P08912; CHO-K1 hM5, Fluo-8 calcium, ACh EC20 PAM; 0% = ACh EC20, 100% = ACh EC100; activation, % at 3 µM; 0.3% of 360,000 active; AID 624038;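 active = activation above the run cutoff, the mean activation of all test compounds plus 3 SD, cut at about 18% in these data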
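Probe or stimulus: acetylcholine, EC20 level; Assay system: human M5 receptor in CHO-K1 cells; Schedule: compound preincubation 140 s before EC20 acetylcholine addition; Technique: intracellular calcium via Fluo-8 fluorescence; Dosing: single-point, 3 µM nominal; Read-out basis: percent activation from peak-over-basal fluorescence ratio, scaled EC20-to-EC100 acetylcholine; Repeats: one well per compound, no replicates.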
M1 ag = agonists of human M1 muscarinic receptor; CHO-K1 hM1, Fluo-8 calcium fluorescence, agonist mode; 0% DMSO, 100% acetylcholine EC100; activation, % at 3 µM; 0.33% of 360,000 active; P11229;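 active = activation above the run's mean compound activation plus 3 SD, cut at about 16% in these data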;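 note: peak over basal fluorescence ratio within a 140 s kinetic read after compound addition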
Numbers without * were called inactive; / = not tested or not shown. These rows are one share of the data. The share of hits here may be higher or lower than overall.

SMILES	TAAR1 agonist	M5 antag	CHRM1 PAM	M5 ag	M4 ag	CHRM1 antagonist	M4 antag	CHRM5 PAM	M1 ag
CC(C)(C)NC(=O)c1ccc(NC(=O)CSc2ccccc2)cc1	17	-4	4	2	2	-4	-2	-1	0
COc1ccc(OC)c(NC(=O)C2CCCN2S(=O)(=O)c2cccc3nsnc23)c1 (centres undefined)	0	0	-4	-1	1	7	4	-1	-3
COc1ccc(NC(=O)CCCNC(=O)c2ccc(Cl)cc2)c(OC)c1	-5	6	9	-2	0	-11	-8	6	-6
CCCn1nnc(NC(=S)NC(=O)/C=C/c2ccco2)n1	1	9	14	4	1	-10	-10	7	-1
O=C(CSc1nncs1)NCc1ccc(F)cc1	0	-3	18	0	0	-18	3	10	0
CC1CCCC(NC(=O)C2COc3ccccc3O2)C1C (centres undefined)	-1	4	-1	-7	0	-2	5	4	-8
O=C(C(=O)N1CCN(c2ccccc2)CC1)c1ccco1	3	2	/	-1	2	/	-1	0	/
Cc1cnc(C(=O)OC(C(=O)c2ccccc2)c2ccccc2)cn1 (centres undefined)	0	-2	-1	-1	0	-1	0	4	-5
Cc1ccc2cc(CCNC(=O)CCCc3ccccc3)c(=O)[nH]c2c1	-2	24	0	-4	1	9	12	-7	-4
C=CCOC(=O)C1=C(C)Nc2ncnn2C1c1cccs1 (centres undefined)	9	3	12	3	2	-8	-5	0	-5
COc1cc(C)nc(N2CCC(C(=O)NC3CCCCC3)CC2)n1	6	-9	-5	1	1	11	-14	-2	-3
COC(=O)c1cc(C(C)=O)c(C)[nH]c1=O	3	3	7	0	5	-8	3	7	-3
COCCNC(=O)C1(C)Cc2c(-c3ccc(N(C)C)cc3)ccnc2O1 (centres undefined)	-1	-7	10	0	1	-15	-1	1	-3
COc1ccc(C(C(=O)NC(C)(C)C)N(CCC(C)C)C(=O)CCC(=O)Nc2cc(C)on2)cc1 (centres undefined)	0	4	30*	-4	0	-26	-4	7	-2
CCOC(=O)c1sc2ncn(C(C)C(=O)OC)c(=O)c2c1C (centres undefined)	10	2	6	-2	1	-7	-3	-3	-3
CCOC(=O)Cc1cc(=O)n2[nH]cc(-c3ccc(Cl)cc3)c2n1	-1	-8	11	1	0	-12	-8	7	-6
O=C(Nc1ccc([N+](=O)[O-])cc1)N1CCc2ccccc2C1	8	11	-4	-13	4	-8	11	-7	-5
CCOc1ccc(CNc2ccc(N3CCCC3)cc2)cc1	/	-1	13	1	0	-14	2	4	-3
O=C1OCc2cc(NS(=O)(=O)c3cccs3)ccc21	7	-4	3	1	2	-4	-3	-3	-6
CCOC(=O)C(NC(=O)Nc1ccc(Cl)cn1)(Oc1ccc(F)cc1)C(F)(F)F (centres undefined)	0	-1	4	0	-1	3	4	0	-6

The final three records of the section above come first, to join the parts:
SMILES	TAAR1 agonist	M5 antag	CHRM1 PAM	M5 ag	M4 ag	CHRM1 antagonist	M4 antag	CHRM5 PAM	M1 ag
CCOc1ccc(CNc2ccc(N3CCCC3)cc2)cc1	/	-1	13	1	0	-14	2	4	-3
O=C1OCc2cc(NS(=O)(=O)c3cccs3)ccc21	7	-4	3	1	2	-4	-3	-3	-6
CCOC(=O)C(NC(=O)Nc1ccc(Cl)cn1)(Oc1ccc(F)cc1)C(F)(F)F (centres undefined)	0	-1	4	0	-1	3	4	0	-6
COC(=O)c1ccccc1C(=O)N(Cc1cccnc1)CC1CCCN(C2CCCCC2)C1 (centres undefined)	0	-8	-1	-5	1	-8	-11	-2	-5
CN(C)CCCn1c2c(c(SCC(=O)Nc3ccc4c(c3)OCO4)nc1=O)CCCC2	-1	6	-6	-2	-1	6	5	-2	-9
Cc1cc(OCC(=O)NN2C(=O)c3ccccc3C2=O)ccc1Cl	1	4	5	-1	0	-15	-4	-1	-3
O=C(NCc1ccc2c(c1)OCO2)c1ccccn1	9	-6	6	-5	0	-9	-1	2	-2
CCOc1ccccc1-n1c(SCC(N)=O)nnc1-c1ccco1	/	-6	2	1	1	-1	5	5	-3
CC(C)c1nc(-c2ccccn2)no1	2	5	4	0	0	0	10	0	-4
COc1ccccc1-c1nnc(SCC(=O)NC2CCCCC2)n1N	3	7	-2	5	0	3	-2	7	-3
CC1=C(C(=O)N(C)C)CC(CC(=O)NCc2cccs2)C(=O)N1Cc1ccc(C(C)(C)C)cc1 (centres undefined)	2	-4	4	1	2	-1	-9	1	-5
CCOc1ccc(OCCC(=O)OCC(=O)N2CCN(S(=O)(=O)c3ccc(Cl)cc3)CC2)cc1	2	15	6	-4	6	-11	-5	-3	-1
O=C(NCc1cccnc1)c1cc(S(=O)(=O)N2CCCCC2)ccc1Cl	21	-1	1	1	1	0	-7	0	-4
CCOc1ccc(C2N(c3cc(Cl)ccc3OC)C(=O)C3CCCN32)cc1OC (centres undefined)	1	4	1	0	0	-7	-12	-3	-5
CC(=O)C1=C(C)NC(=O)CC1c1ccccc1Cl (centres undefined)	-1	2	1	-3	2	0	-4	1	-5
CC(=O)N1N=C(c2ccco2)CC1c1ccc(Br)cc1 (centres undefined)	1	-5	5	-4	-1	-5	-1	1	-4
O=C(c1cc2c(s1)CCCC2)N1CCN(Cc2ccc3c(c2)OCO3)CC1	2	-5	1	-5	0	-9	-17	-5	-5
Cc1ccc(NC(=O)c2ccc(OCC3CCCO3)cc2)nc1 (centres undefined)	0	-3	3	2	1	-4	-10	-2	-1
COc1ccc(-c2sc3cc4c(cc3c2C#CCO)OCO4)cc1	2	2	5	5	4	-15	0	3	-2
CCC(OC(=O)c1cccs1)C(=O)NCc1ccc2c(c1)OCO2 (centres undefined)	0	-4	8	-4	0	-4	6	5	-5
OCCOc1ccc(CN2CCCC(N3CCN(c4ccc(F)cc4)CC3)C2)cc1 (centres undefined)	0	-2	-1	-1	1	2	-20	3	-10
C(=N\Nc1nc2ccccc2[nH]1)/c1ccc2ncccc2c1	12	-8	16	4	3	-13	3	6	-4
O=C(O)c1ccc(N/N=C/c2ccc(-c3ccc(Cl)cc3Cl)o2)cc1	5	11	9	0	0	-18	3	3	-1

Two records drawn at random from the list so far:
SMILES	TAAR1 agonist	M5 antag	CHRM1 PAM	M5 ag	M4 ag	CHRM1 antagonist	M4 antag	CHRM5 PAM	M1 ag
O=C(C(=O)N1CCN(c2ccccc2)CC1)c1ccco1	3	2	/	-1	2	/	-1	0	/
Cc1ccc(NC(=O)c2ccc(OCC3CCCO3)cc2)nc1 (centres undefined)	0	-3	3	2	1	-4	-10	-2	-1

Other entries.
SMILES	TAAR1 agonist	M5 antag	CHRM1 PAM	M5 ag	M4 ag	CHRM1 antagonist	M4 antag	CHRM5 PAM	M1 ag
CN(C)C(=O)CSc1nc(-c2cccs2)c(-c2cccs2)[nH]1	-3	10	0	-5	0	-8	7	-4	-12
CCOc1ccccc1C(=O)NC(C)CCc1ccccc1 (centres undefined)	4	4	12	0	-2	-15	-4	7	-2
COc1ccc2[nH]cc(CCN3C(=O)CCC3=O)c2c1	1	-4	10	1	1	-13	3	11	-2
CCSc1nnc(NC(=O)[C@@H](NC(=O)c2cccc(C)c2)C(C)C)s1	-2	-3	2	-1	-2	-4	-15	-4	-6
O=C(Oc1c(-c2ccccc2)c(=O)n2c3c(cccc13)CC2)c1ccc(Cl)cc1	2	-6	-6	4	1	23	2	4	-1
COc1ccc(NC(=O)Nc2cccc(C(=O)N3CCOCC3)c2)cc1OC	3	-2	17	-1	1	-46	-5	2	2
O=C(Nc1ccc(Cl)c(NC(=O)c2cccs2)c1)c1ccco1	2	18	11	-5	4	-11	-3	0	-3
Cc1ccc(S(=O)(=O)NNc2nc3ccccc3nc2C(F)(F)F)cc1	4	6	0	3	4	-5	-3	1	50*
CCN(CC)CCN1C(=O)c2cccc3cc(N)cc(c23)C1=O	1	1	17	-4	3	-9	-9	2	0
COC(=O)COc1ccc(S(=O)(=O)Nc2ccc3c(c2)OCO3)cc1Cl	7	-1	2	5	11	-9	2	-2	-1
COc1ccccc1OCC(=O)Nc1ccccn1	3	3	-4	0	1	2	8	-1	-3
CCCCC(=O)NC(c1ccc(C(C)C)cc1)c1ccc2cccnc2c1O (centres undefined)	2	12	2	-3	1	-5	-2	0	1
CCOC(=O)C1C2C=CC3(CN(c4ccc(Cl)c(F)c4)C(=O)C13)O2 (centres undefined)	0	0	8	2	0	-13	-4	3	0
CCOC(=O)/C(C#N)=C/c1c(N2CCN(c3ccccc3)CC2)nc2c(C)cccn2c1=O	4	4	8	-2	1	-11	2	-1	-2
O=C1CC(N2CCC(c3nc4ccccc4s3)CC2)C(=O)N1 (centres undefined)	9	1	3	-8	1	-1	3	2	-4
COc1ccccc1C(=O)OCC(=O)c1cccc([N+](=O)[O-])c1	7	7	-6	0	8	2	-4	-10	-3
CCC1CCCCN1C(=O)CSc1nnc(-c2c[nH]c3ccccc23)o1 (centres undefined)	7	4	4	1	11	-9	-5	-1	-3
Cc1ccc2c(c1)C(=O)OC1(O)C3C4C=CC(C4)C3C(=O)N21 (centres undefined)	1	4	13	1	0	-18	1	3	0
CCOC(=O)C1=C[C@@H](C(C)(C)C)N(S(=O)(=O)c2ccc(C)cc2)[C@H]1c1cccc2ccccc12	-1	3	0	2	-1	2	-4	-7	-1
O=C(Nc1ccc(F)cc1F)N1CCN(CCc2ccccc2)CC1	2	2	11	0	2	-6	-4	3	3
CCCc1cc(=O)n(-c2nc3ccccc3s2)[nH]1	0	3	4	3	0	-7	-2	0	-2
NC(=O)c1ccsc1NC(=O)c1ccc(S(=O)(=O)N2CCCCC2)cc1	8	1	-8	4	25	0	-15	-13	1
Cc1ccc(SCC(=O)NCCCc2ccccc2)cc1	0	0	19	-1	0	-17	-8	14	1
COCCN(CC(=O)Nc1cccc(C)c1C)C(=O)c1ccc(S(=O)(=O)N2CCOCC2)cc1	1	3	11	1	1	-5	-4	8	-2
CC(CCc1ccccc1)NC(=O)C(C)OC(=O)c1ccco1 (centres undefined)	2	3	5	0	0	-10	7	2	-2
O=C(NCCC(F)(F)F)c1cccc2c(-c3ccc(F)c(F)c3)coc12	0	3	-1	2	4	-3	-10	-2	-6
CCNC(=O)C1(C)CCN(Cc2ccccc2-c2ccccc2)C1 (centres undefined)	0	-10	6	-2	0	-21	-22	2	-7
O=C(Cn1c2c(sc1=O)C1c3ccccc3OCC1CS2)Nc1ccc(Cl)cc1 (centres undefined)	2	-2	-2	-4	4	2	13	-2	-10
CCn1c(=O)cc(OCC(=O)Nc2nc(C)cs2)c2ccccc21	11	3	-3	2	6	9	-5	-6	-2
O=C(O)CCCCCN1C(=O)c2ccc(C(=O)O)cc2C1=O	7	-6	5	3	2	-18	0	5	-1
CC(C)C[C@@H]1NC(=O)[C@H](Cc2ccccc2)N(C)C(=O)[C@H](C)NC(=O)c2ccccc2NC(=O)[C@H](Cc2ccc(O)cc2)N(C)C1=O	10	23	-11	6	22	22	24	-18	3
COc1cc(NC(=O)CCc2ccccc2)c(C(=O)O)cc1OC	9	-3	6	-2	1	-11	-4	5	-2
COC(=O)c1ccc2nc(-c3ccc(F)cc3)c(Cc3ccccc3)n2c1	-2	2	-4	-7	-2	-10	-4	-23	-2
